Assay outcomes (PubChem BioAssay)
SW480 rerep: A quantitative high throughput screen for small molecules that induce DNA re-replication in SW480 colon adenocarcinoma cells. SW480 DNA re-replication, Hoechst DNA content imaging, 48 h. Potency, µM (top dose mostly 46.1 µM), for the others: at the top dose re-replication activation, actives largely listed as activators. 340,000 compounds, 1.8% hits. AID 624297, 2012; note: potency is the fitted concentration of half-maximal effect; % of control where 0% means no effect; nearly all actives have a fitted effect of over 55% in size
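Readout is total intensity of Hoechst-stained nuclei, excited at 405 nm and collected at 500-530 nm. Compound treatment lasted 48 hr at 37 C in 5% CO2 before staining.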
HT1080 IDH1KD tx: qHTS for induction of synthetic lethality in tumor cells producing 2HG: qHTS for the HT-1080-IDH1KD cell line; HT-1080 IDH1 knockdown viability, ATP luminescence, 48 h; Potency, µM (doses to about 46.1 µM), inactives show at the top dose activity, negative = toxicity, usual class: cytotoxic; 360,000 compounds, 2% hits;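 note: potency is the fitted concentration of half-maximal effect; 0% = DMSO wells and -100% = cell-free medium wells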
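Luminescent ATP read-out (CellTiter-Glo, 10 min at room temperature) after 48 h compound exposure at 37 °C gave viability of IDH1-knockdown HT-1080 cells. Activity was normalised to DMSO and cell-free wells, then fitted as concentration-response curves.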
HT1080NT lethal: qHTS for induction of synthetic lethality in tumor cells producing 2HG: qHTS for the HT-1080-NT fibrosarcoma cell line. HT-1080-NT fibrosarcoma viability, CellTiter-Glo ATP luminescence, 48 h. Potency, µM (doses to about 46.1 µM), inactives show at the top dose activity, negative = less viability, most hits filed as cytotoxic. 360,000 compounds, 1.6% hits;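 note: NT is the 2HG producing partner of a matched IDH1 knockdown line; potency is the fitted concentration of half-maximal effect; 0% = DMSO-treated cells and -100% = media-only wells without cells; nearly all actives have a fitted effect of over 55% in size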
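Read-out is CellTiter-Glo luminescence after 10 minutes at room temperature, following 48 hours' compound treatment of HT-1080-NT cells (750 cells/well, RPMI, 5% FBS, 37 degrees C).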
KB-V1 cytotox: qHTS assay for MDR1-selective chemotherapeutics: Primary screen using the drug-selected MDR subline cells KB-V1. AID 1347076, 2019. KB-V1 MDR cells viability, CellTiter-Glo, 72 h. 400,000 compounds, 3.4% hits. Potency, µM (series often up to 46.1 µM), for inactives: at the top dose activity change, negative = cytotoxicity, actives largely listed as cytotoxic; note: potency is the fitted concentration of half-maximal effect; % is set by controls: 0 for no effect and ±100 for the full control effect; nearly all actives have a fitted effect of over 60% in size
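Readout: CellTiter-Glo luminescence, 10 min after addition. Cells: KB-V1 MDR subline, 72 h at 37 degrees C with compound. Analysis: corrected, normalized data fitted to concentration-effect curves.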
KB-3-1 cytotox: qHTS assay for MDR1-selective chemotherapeutics: Primary screen using the parental adenocarcinoma cell KB-3-1. KB-3-1 viability, CellTiter-Glo ATP luminescence, 72 h. Potency, µM (titrated, usually from 46.1 µM), inactives show at the highest dose activity change, negative = cytotoxic, usual class: cytotoxic. 400,000 compounds, 1.4% hits. AID 1347075, 2019; note: potency is the fitted concentration of half-maximal effect; % is set by controls: 0 for no effect and ±100 for the full control effect; nearly all actives have a fitted effect of over 60% in size
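Luminescent ATP read-out (CellTiter-Glo) measures survival of drug-naive KB-3-1 cells after 72 h compound exposure at 37 °C. Titration series was screened from lowest to highest concentration, with DMSO vehicle plates as background controls.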
D3 antag: qHTS of D3 Dopamine Receptor Antagonist: qHTS; D(3) dopamine receptor (Homo sapiens), P35462; 360,000 compounds, 2.5% hits; max response, negative = inhibition, %; D3R cells, DiscoveRx beta-arrestin luminescence, antagonist mode; stronger effect = lower value; in the data active = max response below about -50%; inconclusive = no clear call, values can overlap the other calls; note: % is set by controls: 0 for no effect and ±100 for the full control effect; mostly tested at two doses, the higher about 12 µM
Target sequence (P35462 whole entry, looked up): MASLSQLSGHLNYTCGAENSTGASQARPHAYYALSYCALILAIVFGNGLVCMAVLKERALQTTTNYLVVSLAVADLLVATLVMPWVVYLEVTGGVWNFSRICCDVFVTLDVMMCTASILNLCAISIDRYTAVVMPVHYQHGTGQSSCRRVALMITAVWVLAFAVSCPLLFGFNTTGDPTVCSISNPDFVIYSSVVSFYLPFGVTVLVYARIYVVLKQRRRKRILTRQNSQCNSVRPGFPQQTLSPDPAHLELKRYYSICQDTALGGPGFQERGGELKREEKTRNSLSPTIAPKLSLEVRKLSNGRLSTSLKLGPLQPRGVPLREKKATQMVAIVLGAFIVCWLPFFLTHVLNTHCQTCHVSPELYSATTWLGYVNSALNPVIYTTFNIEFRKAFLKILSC
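Cells plated overnight at 1500 cells/well, then exposed to library compounds with dopamine controls for 90 minutes at 37 degrees C. DiscoveRx reagent added for 30–60 minutes at room temperature; luminescence read, quantitative HTS format.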
DRD3 agonist: qHTS of D3 Dopamine Receptor Agonist: qHTS | max activation, % | D3R DiscoveRx beta-arrestin cells, luminescence, 90 min | D(3) dopamine receptor (Homo sapiens), P35462 | 410,000 compounds, 0.58% hits; in the data active = max activation above about 30%; note: 0% is about no effect; mostly tested at two doses, the higher about 12 µM
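Agonist mode: compounds and dopamine controls were applied to plated cells for 90 min at 37 degrees C after an overnight attachment at 1500 cells/well. Luminescent read-out followed 30 - 60 minutes at room temperature with DiscoveRx detection reagent.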
IL1B secr inh: qHTS for Inhibitors of Inflammasome Signaling: IL-1-beta AlphaLISA Primary Screen; THP-1 LPS/ATP IL-1B secretion, AlphaLISA, 16 h; stronger effect = lower value; activity change, % at 57.5 µM; 360,000 compounds, 4.7% hits; in the data active = activity change below about -50%; inconclusive = mostly about -30% to -49%; note: % is set by controls: 0 for no effect and ±100 for the full control effect
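THP-1 cells pretreated 1 hr with compounds (up to 57.5 uM final), then stimulated with LPS (250 ng/mL final) plus ATP (1.25 mM final); secreted IL-1B measured by AlphaLISA after 16 hr, decreased signal indicating inhibition.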
GLP-1R agonist: qHTS of GLP-1 Receptor Agonists. Glucagon-like peptide 1 receptor (Homo sapiens), P43220. HEK293 GLP-1R CRE-luciferase, luminescence, 4-6 h; cells express a hypersensitive GLP-1R form. Potency, µM (series often up to 45.6 µM), without a hit: at the top dose activation, usual class: activators. 380,000 compounds, 0.007% hits; note: potency is the fitted concentration of half-maximal effect; % of control where 0% means no effect
Target sequence (P43220 whole entry, looked up): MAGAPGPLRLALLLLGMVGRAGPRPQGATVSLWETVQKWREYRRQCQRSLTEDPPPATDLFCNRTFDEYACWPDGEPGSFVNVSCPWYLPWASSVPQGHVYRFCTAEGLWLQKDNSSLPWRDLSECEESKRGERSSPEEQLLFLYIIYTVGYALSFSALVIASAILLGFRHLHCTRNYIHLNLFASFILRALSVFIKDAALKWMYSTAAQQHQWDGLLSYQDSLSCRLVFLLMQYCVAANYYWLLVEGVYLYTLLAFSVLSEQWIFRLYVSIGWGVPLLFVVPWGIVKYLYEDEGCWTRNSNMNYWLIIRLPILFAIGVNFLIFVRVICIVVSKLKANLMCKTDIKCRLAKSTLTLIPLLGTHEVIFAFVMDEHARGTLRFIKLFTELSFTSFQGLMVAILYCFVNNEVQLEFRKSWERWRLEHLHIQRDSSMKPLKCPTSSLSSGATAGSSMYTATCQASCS
Starred values were filed as active, the others as inactive; ? = inconclusive; nt = no result given; & = joins results of further samples; [ ] = remark or other dose. Unless noted, calls come from the whole dose curve; as a rule, active = well fitted curve in the direction sought with a large enough effect; inconclusive = small, poorly fitted or top-dose-only effect, or another doubt; inactive = no such curve, though single readings can be large; an effect the other way counts as inactive or inconclusive.

SMILES	SW480 rerep	HT1080 IDH1KD tx	HT1080NT lethal	KB-V1 cytotox	KB-3-1 cytotox	D3 antag	DRD3 agonist	IL1B secr inh	GLP-1R agonist
COc1ccccc1CNC(=O)CN1C(=O)c2ccc([N+](=O)[O-])cc2C1=O	-3%	8%	11%	1%	1%	15	1	15	-1%
CCOC(=O)CNC(=S)N(CCCN1CCCCCC1)Cc1cccs1	-10%	-11%	-4%	-8%	1%	-22	-13	24	6%
COC(=O)c1ccc(CSc2nc(C(F)F)cc(C)c2C#N)o1	-10%	-3%	-1%	-2%	-3%	-18	-9	-11	?
CCOC(=O)COc1ccc(Br)cc1C1NC(=O)NC(C)=C1C(=O)NCc1ccccc1 (stereo not given)	-8%	6%	1%	2%	9%	-9	-9	23	3%
CC(Sc1ccccc1)C(=O)NNC(=O)c1ccncc1 (stereo not given)	-3%	8%	0%	12%	3%	0	-1	-10	12%
COC(=O)C[C@H]1C=C[C@@H](NS(=O)(=O)c2ccc(C)cc2)[C@@H](CO)O1	nt	15%	23%	7%	9%	15	9	34	nt
Nc1ccc(-c2nnc(-c3ccc(N)cc3)o2)cc1	-14%	-4%	0%	?	11%	-4	-8	?	5%
CCOC(=O)CSc1nnc(-c2ccncc2)o1	-3%	4%	1%	0%	5%	12	9	-3	-27%
O=C(NC12CC3CC(CC(C3)C1)C2)C12CC3CC(C1)CC(n1cnc(Cl)n1)(C3)C2	-1%	13%	14%	-1%	-19%	-1	-1	31	-38%
S=c1[nH]c2ccc3ccccc3c2[nH]1	0%	13%	11%	0%	-6%	-18	-4	10	7%
CC(=O)N1CCSc2ccc(S(=O)(=O)N3CCC(C)CC3)cc21	?	1%	?	?	-37%	-18	7	-3	-2%
CCCS(=O)(=O)c1nc(S(=O)(=O)c2ccc(C)cc2)c(NCc2ccc3c(c2)OCO3)s1	-1%	4%	6%	-15%	-1%	-8	3	-3	0%
Cc1c(Cl)cccc1NC(=O)CNC(=O)c1ccccc1F	-7%	12%	?	4%	3%	6	-7	-2	13%
CCNc1nc(NCC)nc(-n2nc(C)cc2C)n1	-1%	0.89µM*	2µM*	?	-8%	-13	-10	-2	-1%
COCCCNC(=O)CCc1ccccc1	-14%	-1%	18%	?	?	5	1	-11	6%
CCCOc1ccc(/C=N/NC(=O)CN(c2ccc(OCC)cc2)S(C)(=O)=O)cc1	15%	0%	-9%	14%	-4%	-27	-15	-29	12%
Cc1cccc(N(CC(=O)NC2CCCC2)C(=O)CCC(=O)Nc2cc(C)on2)c1	-6%	1%	-6%	-5%	21%	6	32*	8	1%
CC1C(=O)N(Cc2cn(Cc3ccco3)nn2)CCS(=O)(=O)N1Cc1ccc(-c2ccncc2)cc1 (stereo not given)	nt	3%	2%	0%	-13%	7	-2	6	14%
O=C(Cn1c(=O)n(-c2ccccc2)c(=O)c2oc3ccccc3c21)Nc1ccccc1	-4%	4%	-1%	15µM*	31%	7	9	-10	-13%
COc1cccc(CC(=O)OCC(=O)NCCc2ccc(F)cc2)c1	-13%	6%	1%	4%	-12%	17	5	11	-4%
Cc1ccc(-c2noc(COc3ccccc3C)n2)cc1	-3%	6%	16%	28%	9%	3	2	0	1%
COc1cccc(Nc2ccc(C(=O)O)cc2[N+](=O)[O-])c1	0%	3%	-5%	0%	5%	?	-12	6	-6%
CC1=N/C(=C\c2ccc([N+](=O)[O-])cc2)C(=O)N1c1cc(Cl)ccc1C	1%	0%	-5%	5%	15%	13	-6	-18	-2%
CCCCC/C=C\C[C@H](O)/C=C/c1cccc(C[C@H](O)CCCCO)n1	?	1%	-11%	1%	0%	7	-5	33	-6%
O=C(Nc1nc2cc3c(cc2s1)OCCO3)c1ccncc1	4%	-16%	-3%	?	?	9	7	-15	-10%
COc1ccc(C2=Nn3c(nnc3-c3ccccn3)SC2)cc1OC	-2%	-14%	-15%	7%	4%	18	3	-20	?
CCC1CCCCN1C(=O)Cn1c(=O)oc2ccccc21 (stereo not given)	1%	-1%	7%	9%	-1%	-3	-1	29	-8%
C=CCC1c2cccc(C(=O)O)c2C(=O)N1c1cccc(C)c1 (stereo not given)	0%	-2%[9.24 µM]	?	7%	1%	8	7	26	-2%
CCCC1=Nc2cc(C(=O)NC(C)c3ccccc3)ccc2Sc2ccc(C)cc21 (stereo not given)	nt	nt	nt	-13%	-14%	nt	-9	nt	-3%
CCCCNC(=O)Cn1nc(Cc2ccncc2)c2ccccc2c1=O	-13%	10%	21%	7%	4%	-1	3	-1	3%
Nc1nc(-c2ccc(Cl)cc2)nnc1-c1ccc(Br)cc1	-1%	21%	13%	9%	-2%	-4	-13	-22	13%
CCOc1ccc(S(=O)(=O)N2CCCCC2)cc1NC(=O)Cc1cc(OC)c(OC)c(OC)c1	nt	0%	8%	-28%	1%	6	-2	11	3%
COc1ccc(/C=N/NC(=O)c2ccc3nc[nH]c3c2)cc1OC	-34%[inhibitor]	9%	4%	11%	10%	-9	6	-15	3%
Cc1ccc(/C=N\Nc2nc3ccc(Cl)cc3[nH]2)o1	-3%[9.22 µM]	-14%	-10%	-16%	-5%	2	6	?	-13%
Cn1c(=O)c2c(nc(Br)n2CCSc2ncccn2)n(C)c1=O	-10%	4%	4%	12%	-5%	2	-1	12	1%
CCN1CCN(S(=O)(=O)c2ccc(Cl)c(C(=O)N(CC)CC(=O)Nc3ccc(OC)cc3)c2)CC1	24%	0%	-2%	0%	4%	-163*	2	1	-1%
C=CCn1c(O)c(N=NC(=S)Nc2ccccc2F)c2ccccc21	-53%[inhibitor]	?	-25%	-18%	?	-23	-24	77	-3%
CC1CCN(C(=O)C2CCC(C)(C(=O)O)C2(C)C)CC1 (stereo not given)	1%	17%	5%	-4%	3%	0	-4	-16	1%
Cc1cccc(/C=N/NC(=O)c2cc(-c3cccnc3)nc3c2c(C)nn3-c2ccccc2)c1	-2%	9%	17%	15µM*	9%	19	9	-13	-7%
COCc1cc(=O)n2[nH]c(C(F)(F)F)nc2n1	2%	9%	3%	0%	2%	0	5	16	-2%
COc1cccc(NC(=O)C2=COCCO2)c1	-4%	6%	9%	14%	5%	3	-8	-3	3%
CCCS(=O)(=O)N1CCC(C(=O)N2CCC(Cc3ccccc3)CC2)CC1	1%	0%	1%	-24%	2%	0	-16	-18	-1%
CSc1nc2ccsc2c(=O)n1-c1ccccc1	-18%	0%	8%	2%	6%	9	2	14	15%
Cc1ccc(C2=NC(C(F)(F)F)(C(F)(F)F)c3c(n(-c4ccc(F)cc4)c(=O)[nH]c3=O)N2)cc1	?	-2%	-3%	21µM*	10µM*	22	6	36	0%
CCOc1ccc(N(CC(=O)Nc2cccc(N(C)S(C)(=O)=O)c2)S(=O)(=O)c2ccccc2)cc1	24%	-15%	-16%	?	-28%	-5	-19	-14	1%
Cc1cc(C)n(CC(O)COc2cccc(OCC(O)Cn3nc(C)cc3C)c2)n1 (stereo not given)	-5%	0%[9.24 µM]	0%	?	-5%	-1	1	5	8%
O=C(NC1CCN(Cc2nnnn2CCc2ccccc2)CC1)c1ccccc1F	-6%	-6%	0%	16µM*	1%	-4	3	31	-9%
COc1ccc(OC)c(C2CC(c3c(-c4ccccc4)c4cc(Cl)ccc4[nH]c3=O)=NN2S(C)(=O)=O)c1 (stereo not given)	?	?	-23%	-6%	-9%	-23	5	-2	-10%
CC(=O)c1cccc(NC(=O)Cn2nc(-c3ccc(Cl)cc3)ccc2=O)c1	-52%[inhibitor]	0%	0%	?	0%	-8	-1	-15	5%
CN1CC(=O)N2[C@H](c3ccc4c(c3)OCO4)c3[nH]c4ccccc4c3C[C@@H]2C1=O	-6%	6%	12%	?	0%	-20	-4&-1	-6	7%

Single records, as listed above:
CSc1nc2ccsc2c(=O)n1-c1ccccc1 is listed with SW480 rerep = -18%; HT1080 IDH1KD tx = 0%; HT1080NT lethal = 8%; KB-V1 cytotox = 2%; KB-3-1 cytotox = 6%; D3 antag = 9; DRD3 agonist = 2; IL1B secr inh = 14; GLP-1R agonist = 15%
Cc1cc(C)n(CC(O)COc2cccc(OCC(O)Cn3nc(C)cc3C)c2)n1 (stereo not given) is listed with SW480 rerep = -5%; HT1080 IDH1KD tx = 0%[9.24 µM]; HT1080NT lethal = 0%; KB-V1 cytotox = ?; KB-3-1 cytotox = -5%; D3 antag = -1; DRD3 agonist = 1; IL1B secr inh = 5; GLP-1R agonist = 8%

Going on with the list:
SMILES	SW480 rerep	HT1080 IDH1KD tx	HT1080NT lethal	KB-V1 cytotox	KB-3-1 cytotox	D3 antag	DRD3 agonist	IL1B secr inh	GLP-1R agonist
COC(=O)C1C2CC(C(Br)C2Br)C1C(=O)O (stereo not given)	-4%	13%	13%	14%	?	2	6	-2	-1%
O=C(Nc1c(C(=O)O)[nH]c2ccccc12)NC1CCCCC1	3%	0%	-4%	-10%	11%	-23	0	1	9%
CC(=O)n1nc(-c2cccc(C)c2)nc1SCC(=O)Nc1ccccc1	-3%	-7%	0%	-13%	-8%	3	-8	5	4%
Cc1cccc(C(=O)Nc2nnc(S(=O)(=O)N3CCCCCC3)s2)c1	2%	-2%	0%	0%	18%	0	3	-10	-3%
CC(=O)Nc1ccc(NC(=O)COc2c(C)cc(Br)cc2C)cc1	-40%[inhibitor]	-8%	-9%	2%	0%	-3	-1	11	6%
O=c1[nH]c(CN2CCN(Cc3ccc4c(c3)OCO4)CC2)nc2ccccc12	-3%	-9%	-8%	?	-5%	-8	-8	-1	-3%
